tim10-1 inh: growth inhibitors of tim10-1 mutant yeast; inhibition, % at 20 µM; S. cerevisiae tim10-1 ts strain growth, BacTiter-Glo, 24 h; 2.2% of 330,000 active; AID 463190;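 active means inhibition of at least 40%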;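 further: mutant grown at 25 °C; 0% = DMSO wells with yeast and 100% = wells holding no yeast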
UPR XBP1 act: activators of adaptive arm of unfolded protein response (XBP1). CHO-XBP1 luciferase reporter, IRE1-XBP1 UPR activation, luminescence; percent of tunicamycin response, DMSO as zero. 0.33% of 330,000 active. activation, % at 20 µM;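 active means versus positive control, 20 µM dose yields 30% or more activation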;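 further: 100% = tunicamycin at 10 µg/mL and 0% = DMSO only wells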
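Material: IRE1-XBP1 luciferase reporter CHO line / Quantity: one thousand reporter cells per well / Buffer or medium: F12 with 10% serum / Compound: 20 µM single concentration, DMSO 1% / Times: 6 h treatment, 37 °C / Detection: Steady-Glo luciferase glow luminescence, 10 min after reagent addition / Benchmarks: tunicamycin high, DMSO low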
tim23-1 inh: inhibits growth of tim23-1 mutant yeast | S. cerevisiae tim23-1 growth, BacTiter-Glo luminescence, 24 h | inhibition, % at 20 µM | 1.3% of 330,000 active;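 active means growth inhibition of the mutant yeast at or above 50%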;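 further: temperature-sensitive mutant grown at 25 °C; plate controls were DMSO-treated mutant yeast for no effect and medium wells lacking yeast for full effect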
Jurkat NFkB inh: inhibitors of the PMA/ionomycin-induced NF-kB reporter in Jurkat cells | PMA/ionomycin-induced NF-kB luciferase reporter, luminescence | inhibition, % at 4 µM | 0.53% of 330,000 active | AID 435003; in the data active means inhibition above about 50%
CHOP UPR activ: apoptotic UPR (CHOP) activation. CHO-CHOP luciferase reporter, luminescence; percent of tunicamycin response over DMSO baseline. activation, % at 10 µM. 0.34% of 330,000 active;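 active means at 10 µM dose, activation of 40% or more, normalized to positive control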;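 further: 100% = tunicamycin at 10 µg/mL and 0% = DMSO alone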
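measured by = luciferase luminescence | assay system = CHO-CHOP cells, stable luciferase reporter of PERK-eIF2a-CHOP signalling | amount = 500 reporter cells seeded per well | timing = 6 h compound exposure at 37 °C after overnight seeding | controls = positive tunicamycin 10 µg/mL, negative DMSO alone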
697 NFkB inh: inhibitors of the PMA/ionomycin-induced NF-kB reporter in 697 B cells; 697 B-cell NF-kB luciferase reporter, 16 h; inhibition, % at 4 µM; 0.33% of 330,000 active; AID 435022; in the data active means inhibition above about 35%
TIM10 inh: TIM10 yeast growth inhibition | 1.4% of 330,000 active | S. cerevisiae TIM10 strain growth, BacTiter-Glo luminescence, 24 h | inhibition, % at 10 µM;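 active means inhibition of 40% or more at the single tested concentration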;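 further: wild-type TIM10 isogenic control strain grown at permissive 25 °C; 0% = DMSO yeast wells and 100% = minimal medium wells without yeast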
Mdm2-MdmX inh: inhibitors of human Mdm2/MdmX interaction | SaOS-2 split-luciferase Mdm2/MdmX complementation, luminescence | O15151+Q00987 | 3% of 330,000 active | inhibition, % at 8 µM;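 active means inhibition of at least 50% at 8 µM in the primary screen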
Target sequence (O15151 whole entry, looked up): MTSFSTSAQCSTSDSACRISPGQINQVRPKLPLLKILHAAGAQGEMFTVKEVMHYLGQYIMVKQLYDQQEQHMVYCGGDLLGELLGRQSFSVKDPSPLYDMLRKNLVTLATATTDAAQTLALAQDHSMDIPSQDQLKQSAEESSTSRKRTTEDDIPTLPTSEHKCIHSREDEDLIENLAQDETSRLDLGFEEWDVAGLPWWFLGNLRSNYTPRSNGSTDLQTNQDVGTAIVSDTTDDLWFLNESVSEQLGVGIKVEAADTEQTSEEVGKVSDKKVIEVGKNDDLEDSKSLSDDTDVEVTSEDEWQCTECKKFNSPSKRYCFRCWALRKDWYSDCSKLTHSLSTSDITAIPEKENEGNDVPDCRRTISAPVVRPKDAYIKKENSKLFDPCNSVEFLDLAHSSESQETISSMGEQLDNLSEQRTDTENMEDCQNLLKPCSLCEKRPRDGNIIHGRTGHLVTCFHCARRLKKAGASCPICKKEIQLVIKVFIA
Target sequence (Q00987 whole entry, looked up): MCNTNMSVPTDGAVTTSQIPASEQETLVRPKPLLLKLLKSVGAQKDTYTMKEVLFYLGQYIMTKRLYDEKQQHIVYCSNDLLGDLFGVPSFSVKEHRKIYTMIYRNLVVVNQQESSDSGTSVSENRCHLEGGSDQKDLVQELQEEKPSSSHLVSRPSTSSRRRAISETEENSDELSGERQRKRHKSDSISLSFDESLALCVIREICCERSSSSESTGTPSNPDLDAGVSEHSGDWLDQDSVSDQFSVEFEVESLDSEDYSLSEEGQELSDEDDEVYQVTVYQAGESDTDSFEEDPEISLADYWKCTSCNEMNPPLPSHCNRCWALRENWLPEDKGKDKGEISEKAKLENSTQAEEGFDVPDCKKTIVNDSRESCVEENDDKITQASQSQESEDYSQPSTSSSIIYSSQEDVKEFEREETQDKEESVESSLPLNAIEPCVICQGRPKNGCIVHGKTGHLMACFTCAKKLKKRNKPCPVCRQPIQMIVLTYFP
The depositor's hits bear a star. No enrichment for hits; 6.6% or so of the library scored in one or more.

(1) O=C(C[C@H]1C/C=C\C[C@@H](Cc2ccc(F)cc2)C(=O)OC[C@@H](Cc2c[nH]c3ccccc23)NC1=O)NCCO
(2) O=C(Nc1cc(Cl)ccc1Cl)Nn1cnnc1
(3) NC(=O)COC(=O)CC(NC(N)=O)c1ccc(Cl)cc1 (centres undefined)
(4) Cc1nc(NC(=O)C2CC2)sc1C
(5) COCCOC(=O)c1c(C)n(C)c2ccc(OC(=O)c3ccccc3OC)cc12

screen / no.,1,2,3,4,5
tim10-1 inh,10,-7,12,16,24
UPR XBP1 act,3,-6,-1,-1,6
tim23-1 inh,18,-5,-1,22,30
Jurkat NFkB inh,-3,13,-2,3,-8
CHOP UPR activ,0.5,0.3,1.8,2.6,0.9
697 NFkB inh,1,13,6,14,1
TIM10 inh,2,3,-5,6,6
Mdm2-MdmX inh,-5,3,1,-10,18

(6) Cc1ccc(NS(=O)(=O)c2ccc3[nH]c(=O)[nH]c3c2)c(C)c1
(7) CC(=O)Nc1ccc(OCC(O)Cn2cncn2)cc1 (centres undefined)
(8) Cc1ccc(C(C)C)c(OCC(=O)NC2CCN(C)CC2)c1
(9) COc1ccc([C@H]2C=C3CN(C(=O)OC(C)(C)C)S(=O)(=O)[C@H]3C[C@H]2OC(=O)c2ccc(C(F)(F)F)cc2)cc1
(10) Cc1nn(-c2ccccc2)c(C)c1C(=O)OCC(=O)NC(=O)NC1CCCC1

screen / no.,6,7,8,9,10
tim10-1 inh,4,0,-13,7,27
UPR XBP1 act,-2,-3,-5,0,-5
tim23-1 inh,-3,-10,-12,4,32
Jurkat NFkB inh,-6,-14,-12,7,3
CHOP UPR activ,-2.3,0.5,2.0,-2.1,-3.3
697 NFkB inh,9,5,9,0,-20
TIM10 inh,17,-12,5,10,23
Mdm2-MdmX inh,21,6,21,-5,10

(11) CCOc1ccc(CCNC(=O)c2cc([N+](=O)[O-])ccc2N2CCOCC2)cc1OCC
(12) Cc1cccc(NC(=O)CC(C)S(=O)(=O)c2ccc3c(c2)NC(=O)CO3)c1C (centres undefined)
(13) CN1C(=O)C(C)(C)c2cc(S(=O)(=O)N3CCN(c4ccc(F)cc4)CC3)ccc21
(14) CC(C)OC(=O)CSc1nc2c(cc1C#N)CCCCC2
(15) CC(=O)Nc1cc(C(=O)O)ccc1S(=O)(=O)c1ccc(Cl)cc1

screen / no.,11,12,13,14,15
tim10-1 inh,19,-9,14,4,9
UPR XBP1 act,-4,-1,0,3,0
tim23-1 inh,10,-11,30,18,-13
Jurkat NFkB inh,-1,-10,18,-75,2
CHOP UPR activ,-2.8,0.8,2.1,2.2,-0.2
697 NFkB inh,-25,-17,6,-15,2
TIM10 inh,-10,-2,15,8,8
Mdm2-MdmX inh,20,24,18,-143,-18

(16) Cc1ccc(OCC(=O)NC(=S)Nc2cccc(C)n2)cc1
(17) COC(=O)c1cccc(Cn2nnc3ccccc3c2=O)c1
(18) CC(Sc1nnc(Nc2ccccc2F)s1)C(=O)NC1CC1 (centres undefined)
(19) O=S(=O)(c1ccc(Br)s1)N1CCNCC1
(20) Cc1cc(N/N=C/c2ccc(N(C)C)cc2)c2ccccc2n1

screen / no.,16,17,18,19,20
tim10-1 inh,13,19,13,-5,14
UPR XBP1 act,1,-2,2,0,-2
tim23-1 inh,5,29,21,-4,27
Jurkat NFkB inh,-3,-7,0,10,12
CHOP UPR activ,1.6,1.0,1.9,1.0,1.0
697 NFkB inh,-14,3,7,12,9
TIM10 inh,7,7,20,-8,4
Mdm2-MdmX inh,17,-6,-5,11,5

(21) Cc1cc(C(=O)N/N=C/c2ccc(-c3ccc([N+](=O)[O-])cc3Cl)o2)n[nH]1
(22) CCN(C(=O)CSc1cc(-c2ccccc2)c2ccc(OC)cc2n1)C1CCS(=O)(=O)C1 (centres undefined)
(23) Cc1ccc(S(=O)(=O)N2CCN(C(=O)C3CCCO3)CC2)cc1 (centres undefined)
(24) CCS(=O)(=O)N1CCCC(C(=O)NCCCOC)C1 (centres undefined)
(25) CCc1nc2ccc(C(=O)N3CCN(c4cccc(C)c4C)CC3)cc2nc1CC

screen / no.,21,22,23,24,25
tim10-1 inh,-3,19,1,-1,34
UPR XBP1 act,-4,2,2,1,-4
tim23-1 inh,23,31,-4,4,26
Jurkat NFkB inh,10,3,2,11,-7
CHOP UPR activ,0.9,-0.8,0.3,1.4,-2.9
697 NFkB inh,7,7,5,25,9
TIM10 inh,-8,15,-2,7,5
Mdm2-MdmX inh,-3,5,13,9,37

(26) CCOC(=O)c1c(C)[nH]c(C)c1C(=O)COC(=O)c1cccnc1OCC
(27) CCc1cc(C(=O)NNC(=S)Nc2cccc(C)c2)cs1
(28) COc1ccc(C(=O)O)cc1S(=O)(=O)Nc1ccc(N2CCCCC2)cc1
(29) Cc1ccccc1NC(=S)N1CCN(C(=O)c2ccco2)CC1
(30) O=C(CCCc1ccccc1)Nc1nccs1

screen / no.,26,27,28,29,30
tim10-1 inh,9,36,0,12,-1
UPR XBP1 act,2,1,-3,-1,-1
tim23-1 inh,3,2,5,6,12
Jurkat NFkB inh,-1,-71,-14,-4,13
CHOP UPR activ,0.6,6.0,1.1,-1.1,1.9
697 NFkB inh,-18,-57,-6,14,-11
TIM10 inh,-1,23,6,8,8
Mdm2-MdmX inh,17,-81,13,19,-1

(31) CC(NC(=O)C1CCC(CNS(=O)(=O)c2ccccc2)CC1)c1ccc2c(c1)OCCO2 (centres undefined)
(32) Clc1ccc(Cn2cc(/C=N/n3cnnc3)c3ccccc32)c(Cl)c1
(33) COCc1cccc(NC(=O)CCc2ccccc2)c1
(34) Cc1ccsc1/C=N/n1c(=S)[nH]nc(C)c1=O
(35) COc1ccc(-c2nc(N=Nc3ccc(O)cc3)n[nH]2)cc1

screen / no.,31,32,33,34,35
tim10-1 inh,-9,19,4,4,-25
UPR XBP1 act,-4,1,2,-2,3
tim23-1 inh,2,20,9,14,5
Jurkat NFkB inh,17,3,-4,-2,-7
CHOP UPR activ,1.2,-0.3,1.8,0.7,7.7
697 NFkB inh,5,-2,7,-19,-44
TIM10 inh,7,-2,1,3,5
Mdm2-MdmX inh,7,57*,21,32,-17

(36) Cc1nc(C)c(-c2csc(Nc3ccc(S(N)(=O)=O)cc3)n2)s1
(37) COc1ccc(NC(=O)C2C3CCC4C(CCC32)C4(Cl)Cl)cc1 (centres undefined)
(38) O=C(c1cccnc1)N1CCC(Oc2ccc(C(=O)N3CCCC(O)C3)cc2)CC1 (centres undefined)
(39) N=c1oc2ccccc2cc1C(=O)Nc1cccc(F)c1
(40) O=S(=O)(/N=C(\c1ccc(Cl)cc1)N1CCOCC1)c1ccccc1

screen / no.,36,37,38,39,40
tim10-1 inh,-6,-9,-12,-16,20
UPR XBP1 act,0,-3,-3,0,0
tim23-1 inh,0,-15,13,47,11
Jurkat NFkB inh,1,-8,-10,-114,2
CHOP UPR activ,-1.7,0.0,-2.0,3.5,0.6
697 NFkB inh,20,-13,3,-76,12
TIM10 inh,-4,-4,-5,40*,13
Mdm2-MdmX inh,29,-19,12,-81,-10

(41) CCOc1ccc(C(=O)Nc2ccc3[nH]ncc3c2)cc1
(42) CCNc1ccc(S(=O)(=O)N2CCCCC2)cn1
(43) CC(C)C(=O)OC/C(O)=C(\C#N)c1nc2ccccc2[nH]1
(44) Cc1cnc(C(=O)OCC(=O)Nc2cccc(Cl)c2)cn1
(45) CCCCNC(=O)C1CC(=O)N(CCC(C)C)C1 (centres undefined)

screen / no.,41,42,43,44,45
tim10-1 inh,10,9,5,14,-19
UPR XBP1 act,-3,-3,0,-5,3
tim23-1 inh,-2,19,7,18,-7
Jurkat NFkB inh,-122,6,-10,-16,3
CHOP UPR activ,3.7,0.2,0.4,0.8,-1.1
697 NFkB inh,-103,4,4,-6,17
TIM10 inh,-2,5,5,-13,-23
Mdm2-MdmX inh,-12,7,13,13,36

(46) Cn1c(=O)[nH]c(=O)c2c1nc(CN1CCN(c3ccccc3F)CC1)n2CCCc1ccccc1
(47) O=C1NC2(CCCCCC2)C(=O)N1Cc1ccccc1F
(48) COC(=O)C1=CN(Cc2ccc(F)cc2)C=C(C(=O)OC)C1c1ccc(O)c(OC)c1
(49) O=C(CSCC(=O)Nc1cccc([N+](=O)[O-])c1)Nc1ccccc1
(50) COc1ccc(-c2nc(CN3CCC(C(=O)NC4CCN(Cc5ccccc5)CC4)CC3)c(C)o2)cc1OC

screen / no.,46,47,48,49,50
tim10-1 inh,18,14,3,9,15
UPR XBP1 act,3,-6,0,-2,-2
tim23-1 inh,11,9,20,0,8
Jurkat NFkB inh,-14,-4,-2,10,17
CHOP UPR activ,-1.6,-1.0,-0.2,1.0,4.4
697 NFkB inh,3,5,-27,6,-8
TIM10 inh,17,-3,7,1,-9
Mdm2-MdmX inh,18,-1,13,-3,80*

An excerpt from above in order of molar mass, descending.
(48) COC(=O)C1=CN(Cc2ccc(F)cc2)C=C(C(=O)OC)C1c1ccc(O)c(OC)c1
(49) O=C(CSCC(=O)Nc1cccc([N+](=O)[O-])c1)Nc1ccccc1
(44) Cc1cnc(C(=O)OCC(=O)Nc2cccc(Cl)c2)cn1
(47) O=C1NC2(CCCCCC2)C(=O)N1Cc1ccccc1F
(43) CC(C)C(=O)OC/C(O)=C(\C#N)c1nc2ccccc2[nH]1

screen / no.,48,49,44,47,43
tim10-1 inh,3,9,14,14,5
UPR XBP1 act,0,-2,-5,-6,0
tim23-1 inh,20,0,18,9,7
Jurkat NFkB inh,-2,10,-16,-4,-10
CHOP UPR activ,-0.2,1.0,0.8,-1.0,0.4
697 NFkB inh,-27,6,-6,5,4
TIM10 inh,7,1,-13,-3,5
Mdm2-MdmX inh,13,-3,13,-1,13

Following part:
(51) COc1ccc(CCN2CC(C(=O)N(C)Cc3c(C)n[nH]c3C)CCC2=O)cc1 (centres undefined)
(52) COc1ccc2c3n(nc2c1)CCN=C3c1ccc(C)cc1
(53) S=C(Nc1ccc(Cc2ccncc2)cc1)Nc1cccc(Cl)c1
(54) O=C(Cn1nc(C(=O)O)c2ccccc2c1=O)Nc1cc(S(=O)(=O)N2CCCCC2)ccc1Cl
(55) COc1ccc(CN(C(=O)c2ccc(-c3ccccc3)[nH]2)C(C(=O)NC(C)(C)C)c2ccncc2)cc1 (centres undefined)
(56) Cc1c(Cl)cccc1NC(=S)N(Cc1ccco1)C(C)c1ccccn1 (centres undefined)
(57) COc1ccc(N2C(=O)CCC(C(=O)N3CCOCC3)C2c2ccc(F)cc2)cc1 (centres undefined)

screen / no.,51,52,53,54,55,56,57
tim10-1 inh,-12,33,17,-6,-69,20,16
UPR XBP1 act,-5,8,-1,0,-6,-2,0
tim23-1 inh,-13,33,21,-4,18,24,29
Jurkat NFkB inh,8,10,15,-1,-5,-15,-4
CHOP UPR activ,-0.1,0.5,-1.0,0.3,-2.2,0.6,-1.2
697 NFkB inh,2,-16,24,-6,3,9,3
TIM10 inh,4,21,26,-3,-56,7,7
Mdm2-MdmX inh,6,13,5,-3,52*,13,-8
